Source: PubChem
mouse EphA4 binding: EphA4 ligand-binding antagonists – biochemical, colorimetric, mouse EphA4, primary screen (AID 689); EphA4-AP binding to KYL peptide, pNPP A405; higher % means a stronger effect; inhibition, % at 10 µM, or IC50 in µM where a hit was titrated; 62,000 compounds, 0.1% hits; in the data active means a potency from the dose series; inactive means the rest, 99 in 100 with inhibition below about 22%
Numbers without * were called inactive. A portion of the library, so the mix of outcomes need not match the whole.

cpd	Structure	mouse EphA4 binding
1	C=Cn1ccnc1P(=S)(c1cc(N(CC)CC)ns1)c1nccn1C=C	-10.8%
2	CCCCc1nc2ccccc2c(=O)n1-c1ccccc1O	-2.9%
3	Cc1ccc(NC(=O)CN2C(=O)CN=C(c3ccccc3)c3cc(Cl)ccc32)cc1	10.1%
4	O=P(Oc1ccccc1)(Oc1ccccc1)C(NCc1ccccc1)c1ccccc1 (stereo not given)	12.4%
5	O=C1NCN(c2ccccc2)C12CCNCC2	12.4%
6	Cc1ccc(C)c(COc2cc(C)cc3oc(=O)c4c(c23)CCC4)c1	-2.2%
7	CCCCC1(CCCC)C(=O)NC(=Nc2cccc(C)c2)NC1=O	-4.5%
8	CCOP(=O)(OCC)C(c1ccccc1)N(C)C=O (stereo not given)	-11.8%
9	CC(O)(CS(=O)(=O)c1cccc(C(F)(F)F)c1)C(=O)Nc1cccc(C(F)(F)F)c1 (stereo not given)	-16.9%
10	COc1ccccc1N1CCN(Cc2ccc(Cl)cc2Cl)CC1	-12.8%
11	COc1cc(OC)c(OC)cc1CNC(C)C(O)c1ccccc1 (stereo not given)	-10.4%
12	CN1C(=O)C(=Cc2ccc(N3CCCCC3)o2)C(=O)N(C)C1=S	13.8%
13	CC12CCCCC1N(O)CN2O (stereo not given)	-3.7%
14	Cc1nc2ccc(Cl)cn2c1P(=S)(N1CCOCC1)N1CCOCC1	4.0%
15	CC(C)CCNC(=O)c1c(N)n(Cc2ccc3c(c2)OCO3)c2nc3ccccc3nc12	0.7%
16	CCOC(=O)N1CCN(C(C)C(=O)c2c[nH]c3ccccc23)CC1 (stereo not given)	-4.3%
17	CCc1nnc(NC(=O)CCc2nc(C3=CCN(C)CC3)no2)s1	-10.1%
18	c1ccc2c(CNC3CCCCCC3)c[nH]c2c1	-6.3%
19	COc1ccccc1CCNC1CCC(C(C)(C)C)CC1 (stereo not given)	10.3%
20	COc1ccc(CN2CCN(c3ccccc3F)CC2)c(OC)c1	-9.5%
21	CCOP(=S)(OCC)SCOC(=O)NCC(=O)OC	-8.8%
22	Cn1c2ccccc2c2c(C(=O)N3CCC4(CC3)OCCO4)cn(C3CCCC3)c(=O)c21	-8.1%
23	Cc1cc(OCC(=O)NC2CCS(=O)(=O)C2)c2c3c(c(=O)oc2c1)CCC3 (stereo not given)	0.8%
24	OC12CCCCC1C(c1ccccc1)NCC2 (stereo not given)	-38.8%
25	O=c1[nH]c(=O)n(Cc2ccco2)c(O)c1C=NCc1ccc2c(c1)OCO2	-3.4%
26	CCOC(=O)C(O)(c1ccc(NC(=O)NC2CCCCC2)cc1)C(F)(F)F (stereo not given)	-13.3%
27	O=[N+]([O-])c1nonc1NCn1nnc2ccccc21	4.3%
28	Cc1ccc(-c2nc3ccccc3c(=O)n2-n2cccc2)cc1	-1.8%
29	COCc1c(CN)cnc(C)c1N	-8.0%
30	CC1=NN(c2ccccc2)C(=O)C1/C=C1\C(=O)NC(=O)N(c2ccc(C)c(C)c2)C1=O (stereo not given)	3.9%
31	COc1ccc(-n2c(SC)nc3ccccc3c2=O)cc1	-10.7%
32	COc1cccc(-n2c(O)c(C=NCc3ccc4c(c3)OCO4)c(=O)[nH]c2=O)c1	-4.2%
33	CCOC(=O)c1c(-n2c(C)cc(/C=C3\C(=O)NC(=O)N(C)C3=O)c2C)sc2c1CCCC2	-4.7%
34	N/C(=N\N=C/c1ccc(-c2ccc(O)c(C(=O)O)c2)o1)N[N+](=O)[O-]	-10.1%
35	Cc1ccc2c(c1)CNc1ccccc1O2	6.1%
36	CSC1=NP(=S)(SC)N(C)c2nc3n(c21)CCC3 (stereo not given)	-0.7%
37	CCOc1ccccc1-n1c(O)c(C=Nc2ccc(N(CC)CC)cc2)c(=O)[nH]c1=O	18.6%
38	CN(C)c1ccc(N=Cc2c(O)n(CCC3=CCCCC3)c(=O)[nH]c2=O)cc1	-1.0%
39	Fc1cccc(CCNCc2ccccn2)c1	-13.5%
40	O=C1/C(=C/c2ccccc2O)N2CCC1CC2	-15.3%
41	CCCCCCOc1ccc(CN2CCN(CC)CC2)cc1	2.0%
42	CCC(COC(=O)NC)NC(=O)Oc1cccc(C)c1 (stereo not given)	-23.3%
43	CCCC1=C(C(=O)OCC)C2(C(=O)Nc3ccc(C)cc32)C(C#N)=C(N)O1 (stereo not given)	-10.7%
44	Cc1ccc2c(c1)[C@@H]1CN(C)CC[C@@H]1N2C(=O)Nc1cccc(C(F)(F)F)c1	5.4%
45	Cc1cccn2c(=O)c3cc(C(=O)N4CCC5(CC4)OCCO5)n(C)c3nc12	-10.8%
46	Cc1nc2nc(C)c(CCC(=O)N3CCC4(CC3)OCCO4)c(C)n2n1	7.0%
47	CN(Cc1ccccc1)Cc1ccccc1OC(=O)N(C)C	-3.1%
48	C=Cn1ccnc1P(=S)(c1nccn1C=C)C1CCCCC1	-10.3%
49	Cc1[nH]c2ccccc2c1C1=CCNCC1	12.3%
50	Cc1ccc(S(=O)(=O)NCC2CCC(C(=O)N3CCC4(CC3)OCCO4)CC2)cc1 (stereo not given)	-6.9%
51	Cc1[nH]c2ccccc2c1/C=N/O	0.8%
52	COc1ccc(/C=C2/C(=O)NC(=O)N(C3CCCCC3)C2=O)cc1CSc1ccccn1	12.4%
53	CCOP(=O)(OCC)C(NC(=O)C(C)C)C(Cl)(Cl)Cl (stereo not given)	-11.5%
54	CSc1nnc(C2CCNCC2)n1C	-5.0%
55	COc1ccc(C=C2C(=O)NC(=O)NC2=O)cc1OCc1ccc(Cl)cc1Cl	3.6%
56	CN1C(=O)N(C)C(=O)C2(Cc3cc(N)ccc3N3CCN(c4ccccc4F)CC32)C1=O (stereo not given)	0.4%
57	Cc1nc2ccccc2c(=O)n1-c1ccc([N+](=O)[O-])cc1	-2.8%
58	Cn1c(O)c(C=NCCCC(=O)O)c(=O)n(C)c1=O	1.2%
59	CCN(CC)c1ccc(/C=C2/C(=O)NC(=O)N(CC3CCCO3)C2=O)cc1 (stereo not given)	-3.0%
60	Cc1cc(C=C2C(=O)NC(=S)NC2=O)c(C)n1-c1ccccc1	-9.4%

The list continues.
cpd	Structure	mouse EphA4 binding
61	CC(=O)N(C1=NCCCS1)c1ccc(F)cc1	-2.7%
62	CCOc1cc(C=C2C(=O)NC(=S)NC2=O)ccc1OCc1c(C)no[n+]1[O-]	-15.1%
63	CCn1c(O)c(C=Nc2ccc(N3CCOCC3)c(Br)c2)c(=O)n(CC)c1=S	47.4%
64	Nc1ccccc1C(=O)OCC(=O)Nc1ccc(Br)cc1F	-16.3%
65	CC(=O)OC1N=C(c2ccccc2)c2ccccc2NC1=O (stereo not given)	15.8%
66	O=C(C1CCN(c2nc3ccc(Br)cc3s2)CC1)N1CCC2(CC1)OCCO2	-11.4%
67	Cc1ccc(C)c(NC(=O)CSc2nnc([C@@H](N)Cc3c[nH]c4ccccc34)o2)c1	13.6%
68	COc1nc(NC(C)C)nc(NC(C)C)n1	-28.3%
69	CCCC(=O)Nc1ccc(N2CCN(CC)CC2)c(Cl)c1	3.7%
70	O=C1CCCC2C3CCCN4CCCC(CN12)C34 (stereo not given)	12.2%
71	CCOC(=O)c1c(C)n(Cc2ccco2)c2ccc(O)cc12	-3.6%
72	CC(=O)Nc1cc(C(=O)N2CCC3(CC2)OCCO3)ccc1Sc1ccc(C)cc1	-2.3%
73	CCCCCc1nc2ccccc2c(=O)n1-c1ccc(Cl)cc1[N+](=O)[O-]	-14.0%
74	COc1ccc(C2SCC(=O)Nc3c2c(=O)[nH]n3C2CCCCCC2)cc1 (stereo not given)	-43.2%
75	Cc1ccc(N2CCN(CCc3ccccc3)CC2)cc1	-4.9%
76	O=C(C1CCC(=O)N1C1CCCCC1)N1CCC2(CC1)OCCO2 (stereo not given)	-1.1%
77	N[C@@H](Cc1c[nH]c2ccccc12)c1nnc(SCc2c(F)cccc2Cl)o1	-1.4%
78	O=C(COc1ccc2ccccc2c1)N1CCN(CC2CC3C=CC2C3)CC1 (stereo not given)	3.0%
79	O=C1CSC2N1CCNC21CCCCC1 (stereo not given)	4.3%
80	Cn1cc(C(=O)N2CCC3(CC2)OCCO3)c2c3ccccc3n(C)c2c1=O	18.4%
81	COc1cccc(N2C(=O)CC(=O)NC2=O)c1	-13.9%
82	COc1cccc(-n2c(O)c(C=NCCN3CCOCC3)c(=O)[nH]c2=O)c1	-16.1%
83	COc1ccccc1-n1c(O)c(C=NCCCn2ccnc2)c(=O)[nH]c1=O	0.4%
84	O=[P+](Cc1ccccc1)Cc1ccccc1	-3.9%
85	O=C(C1CCN(S(=O)(=O)N2CCOCC2)CC1)N1CCC2(CC1)OCCO2	13.7%
86	Cc1ccc(-n2c(O)c(C=NC3CCCC3)c(=O)[nH]c2=O)c(C)c1	2.1%
87	O=C(Nc1ccc(F)cc1F)c1cccnc1Oc1cccc(C(F)(F)F)c1	-8.0%
88	CN(C)c1ccc(NC(=O)CN2C(=O)CN=C(c3ccccc3)c3cc(Cl)ccc32)cc1	2.3%
89	O=C1NC(=O)N(c2ccccc2Cl)C(=O)C1=Cc1ccccc1	-1.8%
90	O=c1oc2ccccc2c2c1C(c1ccc(Cl)cc1)c1c(c3ccccc3oc1=O)O2	-1.0%

Retrieved by compound from the entries so far:
cpd	Structure	mouse EphA4 binding
79	O=C1CSC2N1CCNC21CCCCC1 (stereo not given)	4.3%
67	Cc1ccc(C)c(NC(=O)CSc2nnc([C@@H](N)Cc3c[nH]c4ccccc34)o2)c1	13.6%

Later entries.
cpd	Structure	mouse EphA4 binding
91	N=C1c2ccccc2CN1NC(=O)c1ccc(Cl)cc1	-11.0%
92	Cn1c(O)c(C=NCCc2c[nH]c3ccccc23)c(=O)n(C)c1=O	-5.5%
93	CC(=Nc1ccc2c(c1)CCC2)c1c(O)n(C)c(=O)n(C)c1=O	-1.1%
94	Cc1cc(/C=C2\C(=O)NC(=O)N(C)C2=O)c(C)n1-c1ccc2c(c1)OCO2	10.1%
95	Cc1cc(N2CCOCC2)nc2ccc(NC(=O)CCC(=O)N3CCC4(CC3)OCCO4)cc12	-5.3%
96	CC(C)Sc1nnc([C@@H](N)Cc2c[nH]c3ccccc23)o1	-19.9%
97	CN1CC(C(=O)c2ccccc2)C(C(=O)c2ccccc2)C1 (stereo not given)	-4.0%
98	Cc1nn(C)c(C)c1P(=S)(c1c(C)nn(C)c1C)N(C)C	-4.2%
99	CCOc1ccc(N2C(=O)NC(=O)/C(=C\c3ccc(Sc4nc5ccccc5[nH]4)o3)C2=O)cc1	37.1%
100	O=C(CCCC1=NS(=O)(=O)c2ccccc2N1)N1CCC2(CC1)OCCO2	-14.4%
101	CCCS(=O)(=O)N1CCC(C(=O)N2CCC3(CC2)OCCO3)CC1	26.6%
102	O=C(Nc1ccc(Br)cc1C(=O)c1ccccc1)c1ccc([N+](=O)[O-])cc1	-7.9%
103	CCCCCCN=Cc1c(O)n(C)c(=O)n(C)c1=O	-24.1%
104	CN1C(=O)C(Cc2ccsc2)C(=O)N(C)C1=O	-27.5%
105	Nc1ccc(Br)cc1C(=O)c1ccc(Cl)cc1Cl	-5.9%
106	COc1ccc(OCC(=O)Nc2ccc(Cl)cc2C(=O)c2ccccc2)cc1	-10.8%
107	O=C1NC(=O)N(CCNc2ncc(C(F)(F)F)cc2Cl)C(=O)C1/C=N/OCc1c(F)cccc1Cl (stereo not given)	-8.0%
108	Cc1sc2ncn(CC(=O)NCCCC(=O)N3CCC4(CC3)OCCO4)c(=O)c2c1C	-10.4%
109	Cc1cc(-c2ccc(C=C3C(=O)NC(=O)NC3=O)o2)ccc1[N+](=O)[O-]	29.6%
110	CC(=O)OC1N=C(c2ccc(Cl)cc2)c2cc(Br)ccc2NC1=O (stereo not given)	-1.6%
111	CCOCCN1CCN(c2nnc3n2-c2ccc(Cl)cc2C(c2ccccc2Cl)=NC3)CC1	-1.2%
112	CCOC(=O)c1ccc(NC(=O)C2C3C=CC(O3)C2C(=O)O)cc1 (stereo not given)	-12.4%
113	C=C(C)c1cccc(C(C)(C)NC(=O)NC2CN3CCC2CC3)c1 (stereo not given)	-5.3%
114	Cc1cc(C)cc(N2C(=O)NC(=O)/C(=C\c3cccn3-c3ccc(Cl)cc3)C2=O)c1	19.8%
115	CN1C(=O)C(C2c3ccccc3C(=O)N2Cc2ccc([N+](=O)[O-])cc2)C(=O)N(C)C1=O (stereo not given)	-10.5%

Records 95–114, quoted:
cpd	Structure	mouse EphA4 binding
95	Cc1cc(N2CCOCC2)nc2ccc(NC(=O)CCC(=O)N3CCC4(CC3)OCCO4)cc12	-5.3%
96	CC(C)Sc1nnc([C@@H](N)Cc2c[nH]c3ccccc23)o1	-19.9%
97	CN1CC(C(=O)c2ccccc2)C(C(=O)c2ccccc2)C1 (stereo not given)	-4.0%
98	Cc1nn(C)c(C)c1P(=S)(c1c(C)nn(C)c1C)N(C)C	-4.2%
99	CCOc1ccc(N2C(=O)NC(=O)/C(=C\c3ccc(Sc4nc5ccccc5[nH]4)o3)C2=O)cc1	37.1%
100	O=C(CCCC1=NS(=O)(=O)c2ccccc2N1)N1CCC2(CC1)OCCO2	-14.4%
101	CCCS(=O)(=O)N1CCC(C(=O)N2CCC3(CC2)OCCO3)CC1	26.6%
102	O=C(Nc1ccc(Br)cc1C(=O)c1ccccc1)c1ccc([N+](=O)[O-])cc1	-7.9%
103	CCCCCCN=Cc1c(O)n(C)c(=O)n(C)c1=O	-24.1%
104	CN1C(=O)C(Cc2ccsc2)C(=O)N(C)C1=O	-27.5%
105	Nc1ccc(Br)cc1C(=O)c1ccc(Cl)cc1Cl	-5.9%
106	COc1ccc(OCC(=O)Nc2ccc(Cl)cc2C(=O)c2ccccc2)cc1	-10.8%
107	O=C1NC(=O)N(CCNc2ncc(C(F)(F)F)cc2Cl)C(=O)C1/C=N/OCc1c(F)cccc1Cl (stereo not given)	-8.0%
108	Cc1sc2ncn(CC(=O)NCCCC(=O)N3CCC4(CC3)OCCO4)c(=O)c2c1C	-10.4%
109	Cc1cc(-c2ccc(C=C3C(=O)NC(=O)NC3=O)o2)ccc1[N+](=O)[O-]	29.6%
110	CC(=O)OC1N=C(c2ccc(Cl)cc2)c2cc(Br)ccc2NC1=O (stereo not given)	-1.6%
111	CCOCCN1CCN(c2nnc3n2-c2ccc(Cl)cc2C(c2ccccc2Cl)=NC3)CC1	-1.2%
112	CCOC(=O)c1ccc(NC(=O)C2C3C=CC(O3)C2C(=O)O)cc1 (stereo not given)	-12.4%
113	C=C(C)c1cccc(C(C)(C)NC(=O)NC2CN3CCC2CC3)c1 (stereo not given)	-5.3%
114	Cc1cc(C)cc(N2C(=O)NC(=O)/C(=C\c3cccn3-c3ccc(Cl)cc3)C2=O)c1	19.8%
